Screening results from PubChem BioAssay.
GPR151 activ: activators of human GPR151, primary screen, cell-based, PathHunter beta-arrestin, luminescence; G-protein coupled receptor 151 (Homo sapiens), Q8TDV0; PathHunter beta-arrestin GPR151 cells; activation, % at 11.2 µM; hit rate 1% among 650,000; in the data active = activation above about 4.9%;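 note: 0% = median of compound wells and 100% = cells with positive control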
Target sequence (Q8TDV0 whole entry, looked up): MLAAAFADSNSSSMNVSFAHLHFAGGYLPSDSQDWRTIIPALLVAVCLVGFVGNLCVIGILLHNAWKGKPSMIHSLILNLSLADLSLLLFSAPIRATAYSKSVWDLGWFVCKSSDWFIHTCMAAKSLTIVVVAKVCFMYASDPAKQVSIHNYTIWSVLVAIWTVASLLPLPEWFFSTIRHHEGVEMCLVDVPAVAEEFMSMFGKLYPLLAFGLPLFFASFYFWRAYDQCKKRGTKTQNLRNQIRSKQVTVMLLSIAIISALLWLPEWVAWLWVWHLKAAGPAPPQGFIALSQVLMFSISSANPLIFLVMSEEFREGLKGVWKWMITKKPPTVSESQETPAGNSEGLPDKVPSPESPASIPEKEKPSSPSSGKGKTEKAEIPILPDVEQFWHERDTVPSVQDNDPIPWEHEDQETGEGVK
TEAD-YAP inh: TEAD-YAP interaction inhibition, primary screen, TEAD-YAP interaction inhibitor project, luminescence, HEK-TIYL cells. TEAD-Gal4/YAP UAS-luciferase luminescence. hit rate 1.4% among 640,000. AID 1259422, 2018. inhibition, % at 9.12 µM; in the data active = inhibition above about 32%;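 note: 0% = median of test compound wells and 100% = reference inhibitor wells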
MITF inh: MITF inhibitors, primary screen, biochemical, AlphaScreen, human; Microphthalmia-associated transcription factor (Homo sapiens), O75030; AlphaScreen MITF homodimerization, bead proximity signal; inhibition, % at 2.6 µM; hit rate 0.91% among 650,000; AID 1259374, 2018; in the data active = inhibition above about 50%;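 note: 0% = vehicle wells with protein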
Target sequence (O75030 whole entry, looked up): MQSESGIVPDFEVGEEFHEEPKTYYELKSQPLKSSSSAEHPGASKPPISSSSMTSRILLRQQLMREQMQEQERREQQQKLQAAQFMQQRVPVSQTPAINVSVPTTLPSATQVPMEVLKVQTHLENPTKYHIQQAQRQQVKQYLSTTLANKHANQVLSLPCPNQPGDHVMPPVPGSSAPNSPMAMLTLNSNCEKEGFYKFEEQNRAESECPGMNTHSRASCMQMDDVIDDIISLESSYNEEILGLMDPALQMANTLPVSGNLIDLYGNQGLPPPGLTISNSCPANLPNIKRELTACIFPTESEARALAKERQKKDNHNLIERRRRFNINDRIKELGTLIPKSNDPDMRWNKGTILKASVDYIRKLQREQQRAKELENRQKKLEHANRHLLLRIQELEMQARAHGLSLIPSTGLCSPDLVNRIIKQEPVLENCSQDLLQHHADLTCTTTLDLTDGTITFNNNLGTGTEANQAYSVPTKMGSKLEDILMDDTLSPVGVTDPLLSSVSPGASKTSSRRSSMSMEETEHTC
FBW7 act: FBW7 E3 ligase activators, primary screen, biochemical, AlphaScreen, human. normalized activity (activation), % at 26.1 µM. AlphaScreen FBW7–phospho-cyclin E peptide binding, activator screen. AID 1259310, 2017. hit rate 0.13% among 650,000; in the data active = normalized activity above about 1.9%;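 note: purified mutant Fbw7 with reduced substrate affinity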
The depositor's hits bear a star. Outcome played no part in choosing rows; any-hit rate near 3.4%.

Below each compound – GPR151 activ, TEAD-YAP inh, MITF inh, FBW7 act
- CCN(CC)S(=O)(=O)c1ccc(Cl)c(C(=O)Nc2cc(C)on2)c1
    -0.9, -1, 10, 0.2
- Cc1[nH]c2ccc(Br)c3c2c1CCN1C(=O)OC(C)(C)C31C (configuration not stated)
    -0.3, -3, 9, 0.2
- CC(C)OCCNC(=O)C1CC(Cc2cccc(F)c2)=NO1 (configuration not stated)
    0.5, -1, 4, -0.2
- COc1ccc(/C=C2\SC(=N)N(c3ccc(OC)cc3)C2=O)cc1
    -0.4, -4, -7, -0.1
- O=C(O)CCCC(=O)Nc1ccccc1N1CCCCC1
    3.2, 10, 4, 0.0
- O=C(Cn1cnc2sc3c(c2c1=O)CCCC3)NCCC(=O)N1CCN(c2ccc(F)cc2)CC1
    2.6, -4, -22, 0.0
- CC(C)(C)C(=O)N(Cc1ccccc1)c1ccccn1
    -1.3, -12, 0, 0.1
- CS(=O)(=O)N(CC(=O)NCCC1=CCCCC1)c1ccc(F)cc1
    0.0, 1, 7, 0.6
- CC(=O)c1cccc(-c2nc(C(=O)NCCN(C(C)C)C(C)C)cs2)c1
    -0.5, 1, 16, 0.2
- COc1ccccc1CNC(=O)c1cccc(I)c1
    1.5, 5, 2, 0.0
- CN1C(=C(C#N)C#N)N(N)c2ccccc21
    -0.7, -1, 21, 0.1
- Cc1ccc(CN2CCN(Cc3cnc(C)s3)CC2CCO)o1 (configuration not stated)
    -0.5, 0, 9, -0.1
- COc1ccc(-n2c(C)cc(/C=N\Nc3ccc([N+](=O)[O-])cn3)c2C)cc1
    0.1, -18, -7, -0.1
- O=S(=O)(NCCC1=CCCCC1)c1ccc(Cl)cc1
    2.9, 10, 8, 0.1
- CC(C)CC(=O)NC(=S)Nc1ccccc1C(N)=O
    -0.6, -2, -8, 0.4
- COc1ccc2c(c1)CCNC2C(=O)Nc1cc(F)c(-c2cn[nH]c2)cc1OCCN(C)C (configuration not stated)
    1.5, 0, -11, -0.1
- CCOc1cc(C(=O)Nc2nnc(SCC(=O)Nc3nccs3)s2)cc(OCC)c1OCC
    0.0, -6, 2, 0.2
- CSCCC(Nc1ncnc2sc3c(c12)CCC3)C(=O)O (configuration not stated)
    0.9, 5, 11, -0.1
- O=C(Nc1ccc2c(c1)OCO2)c1ccc2nc(Oc3ccccc3)sc2c1
    3.1, -25, -5, 0.1
- C(=N\Nc1nnc2c(n1)[nH]c1ccccc12)/c1ccc2c(c1)OCO2
    -1.2, -44, -16, -0.1

Five compounds from above with just FBW7 act and GPR151 activ.
| Compound | FBW7 act | GPR151 activ |
| --- | --- | --- |
| COc1ccc(-n2c(C)cc(/C=N\Nc3ccc([N+](=O)[O-])cn3)c2C)cc1 | -0.1 | 0.1 |
| CSCCC(Nc1ncnc2sc3c(c12)CCC3)C(=O)O (configuration not stated) | -0.1 | 0.9 |
| CCN(CC)S(=O)(=O)c1ccc(Cl)c(C(=O)Nc2cc(C)on2)c1 | 0.2 | -0.9 |
| O=C(Nc1ccc2c(c1)OCO2)c1ccc2nc(Oc3ccccc3)sc2c1 | 0.1 | 3.1 |
| Cc1[nH]c2ccc(Br)c3c2c1CCN1C(=O)OC(C)(C)C31C (configuration not stated) | 0.2 | -0.3 |

Continuation.
Below each compound – GPR151 activ, TEAD-YAP inh, MITF inh, FBW7 act
- CC(=O)Nc1cccc(NC(=O)COc2ccc(C(=O)c3ccc(Cl)cc3)cc2)c1
    1.8, 20, -5, -0.1
- Cc1nc(N2CCC(C)CC2)c2c(C)c(C(=O)NC3CCCCCC3)sc2n1
    -0.5, 1, -5, 0.0
- O=S(=O)(c1cccs1)N(Cc1ccccc1)S(=O)(=O)c1ccccc1F
    0.2, -5, -10, 0.0
- CC(C)(c1ccccc1)c1ccc(OCC(=O)Nc2nccs2)cc1
    0.1, -55, 5, -0.1
- COCCNc1nc(-c2ccc(C(C)=O)s2)ccc1C(=O)N(C)CCN(C)C
    0.5, 6, 14, 0.1
- CCOC(=O)c1sc2nc(CSc3ccccc3)nc(NCCCO)c2c1C
    2.1, 6, -6, -0.1
- Cc1nc2c(C(=O)Nc3ccc(C(C)C)cc3)snc2c(=O)[nH]1
    0.4, -1, 3, -0.1
- C=COCCNC(=O)C(=O)NC1CCCCC1
    -0.1, -1, 12, 0.1
- N#C/C(=C/c1cccc2ccccc12)c1nc(-c2cccs2)cs1
    -0.2, -1, -11, -0.1
- c1cncc(CNc2nc(-c3cccs3)nc3nc[nH]c23)c1
    0.9, 6, -11, 0.0
- COc1cccc(-c2cc3nc(C)cc(NCCCN)n3n2)c1
    -0.8, -10, 15, 0.6
- CCNC1CCc2c(sc3ncn(Cc4ccc(C)cc4)c(=O)c23)C1 (configuration not stated)
    0.8, 4, -10, -0.1
- COc1ccc(CCNC(=O)C(=O)Nc2cccc(Cl)c2)cc1OC
    -0.1, -4, 5, -0.1
- Cc1cccc(N2CCN(S(=O)(=O)c3c(C)[nH]c(=O)[nH]c3=O)CC2)c1C
    0.6, 19, 17, 0.3
- O=C1c2cccc3cccc(c23)C(=O)N1OS(=O)(=O)c1ccc2[nH]c(=O)oc2c1
    -0.6, 8, -22, -0.1
- Cc1cccc(NC(=O)c2c(NC(=O)c3ccccc3)sc3c2CCC3)c1
    -0.3, -3, 10, 0.0
- Cn1ccnc1C(=O)c1ccc(NN)c([N+](=O)[O-])c1
    -0.2, -12, 10, 0.2
- Cc1cc(C(=O)Nc2cccc(O)c2)no1
    -6.8, 12, 14, 1.6
- CC(C(=O)Nc1nc2c(s1)CCCC2)N1C(=O)c2ccccc2C1=O (configuration not stated)
    -0.2, -1, -23, 0.1
- O=C(Nc1ccc2c(c1)CCCN2C(=O)C1CC1)c1cccc(Br)c1
    -2.1, -41, 24, 0.7
- O=C(NNC(=O)C(F)(F)F)c1ccc(Oc2ccc(C(=O)NNC(=O)C(F)(F)F)cc2)cc1
    -1.6, 2, 24, 0.5
- COc1ccc(C2=N/C(=C\c3cccs3)C(=O)O2)c(Cl)c1
    -1.0, 2, -9, 0.1
- Cc1ccnc(Nc2nc(-c3c(C)nc4sccn34)cs2)c1
    0.9, -29, 7, -0.2
- CCN1/C(=C/C=C2/C(=O)N(C)C(=S)N2C)Oc2ccccc21
    -0.1, -1, 2, 0.0
- CC(C(=O)Nc1ccc2c(c1)OCCO2)N1CCN(C2CCCCC2)CC1 (configuration not stated)
    0.7, -5, 37, 0.1
- Cc1cc(C)cc(Nc2cc(=O)n(C)c(=O)n2C)c1
    -0.4, 13, 8, 0.5
- CC1CN(C(=O)/C=C/c2cccs2)C(C)CN1C(=O)/C=C/c1cccs1 (configuration not stated)
    -0.6, -4, 4, -0.1
- Cc1cc(C)nc(SCc2ccccc2F)n1
    0.3, 2, 3, 1.2
- Cc1ccsc1C(=O)NNC(=O)c1cc(C)n(-c2ccc(F)cc2)c1C
    -2.5, 65*, -14, -0.1
- Cc1ccc(CN[C@H]2C[C@H]3C(=O)N[C@@H](Cc4ccc(Cl)cc4)C(=O)N3C2)c(C)c1
    1.6, 8, 5, 0.1
- CCOc1ccc2nc(N3CCCN(Cc4cccc5ncccc45)CC3)nc(C)c2c1
    1.8, -12, -14, 0.4
- CC(C)(C)CC(=O)NC(=S)NC1CCCCC1
    2.0, 2, -9, 0.6
- CCOc1ccccc1N(C)S(=O)(=O)c1ccc2[nH]cc(C(=O)N(CC)CC)c(=O)c2c1
    5.9*, 6, -9, -0.1
- COC(=O)C(Cc1c[nH]c2ccccc12)NC(C)=O (configuration not stated)
    -1.2, 3, 16, 0.2
- Cc1cc2c(cc3c(=O)n(CC(=O)NCCCN4CC(C)CC(C)C4)ncn32)s1 (configuration not stated)
    0.5, 10, 22, -0.3
- O=C(CCn1c(=S)[nH]c2ccccc2c1=O)NN1CCOCC1
    0.4, 1, -5, -0.2
- C/C(CC(=O)Nc1cccc2c1CCCC2)=N\NC(=O)C(=O)Nc1cccc(C)c1
    -1.4, -8, -1, -0.1
- COc1ccc(OCC(O)CN2C(=O)NC(C)(C)C2=O)cc1 (configuration not stated)
    1.3, -2, -8, 0.2
- C=CCNc1c(C)c(C)nc2cc(-c3ccc(OC)c(OC)c3)nn12
    0.3, -15, -2, 0.1
- COc1ccc(/C=C2\SC(N)=NC2=O)cc1OC(=O)c1ccc(C)cc1
    2.2, -5, -6, -0.1
- CCCOc1cccc(C(=O)Nc2cccc(NC(=O)c3ccco3)c2)c1
    -1.6, -7, 3, 0.1
- Cc1cc(S(=O)(=O)Nc2noc3ccccc23)ccc1F
    0.8, 5, 2, -0.1
- COc1ccc(-c2nc(-c3cc(OC)c(O)c(OC)c3)[nH]c2-c2ccccc2)cc1OC
    -1.9, 18, 14, -0.1
- Cc1c2cnn(CC(=O)NC(C)c3ccccc3)c(=O)c2c(C)n1Cc1ccccc1F (configuration not stated)
    0.2, 7, -6, -0.1
- COc1ccc(-c2nn(CCN(C)C)c(=O)o2)c2ccccc12
    0.7, -11, 5, 0.0
- CN(CCc1ccccn1)C(=O)CCC1CCCN(C(=O)CCCN2CCCC2=O)C1 (configuration not stated)
    0.9, 8, 8, 0.2
- Cc1ccc(/C=C/C(=O)Nc2ccccc2)o1
    -4.0, -52, 7, -0.1
- Cc1c(OCC(=O)OC2CCCCC2)ccc2c3c(c(=O)oc12)CCC3
    -0.8, 4, 0, 0.1
- COc1cc(OC)c(OC)cc1/C=N/Nc1ccc(S(N)(=O)=O)cc1
    3.0, -13, 13, 0.0
- Cc1nnc(NC(=O)c2ccc3c(c2)C(=O)N(Cc2cccnc2)C3=O)s1
    -0.6, 1, -8, -0.4
- CC(C)(C)C(=O)COC(=O)/C=C/c1ccccc1Cl
    -0.8, -5, -1, -0.1
- COc1ccc(C(=O)NCCSc2ncc(-c3ccc(Cl)cc3)[nH]2)cc1
    -0.4, -13, -1, -0.2
- COc1cc(Nc2nc(Nc3ncccn3)nc3c2ncn3-c2ccsc2)cc(OC)c1OC
    1.5, 10, 3, 0.0
- COC(=O)CN(c1nc(C)c(Br)c(OC)n1)S(=O)(=O)c1ccccc1
    0.0, -4, 14, -0.1
- Nc1nonc1-n1nnc(C(=O)N2CCCC2)c1-c1ccccc1
    1.4, 0, 9, 0.3
- O=c1c2snc(-c3ccc(F)cc3)c2ncn1CC1CCCO1 (configuration not stated)
    0.7, -5, -2, -0.1
- CCCC1CCC(C(=O)Nc2ccc3nc(N4CCOCC4)cc(C)c3c2)CC1 (configuration not stated)
    0.8, 6, 12, 0.1
- COc1ccc(/C=C(\C#N)C(=O)NCC(=O)O)cc1
    0.4, 7, 3, 0.2
- O=C(c1ccncc1)N1N=C(C2CC2)CC1(O)C(F)(F)F (configuration not stated)
    -0.2, 0, -12, -0.1
- CC(=O)Nc1ccc(/C=N/NC(=O)COc2ccc(-c3ccc(C#N)cc3)cc2)cc1
    1.8, -3, 4, -0.1

Reformatted: results already given
Cc1cc(S(=O)(=O)Nc2noc3ccccc23)ccc1F
  GPR151 activ: 0.8	TEAD-YAP inh: 5	MITF inh: 2	FBW7 act: -0.1
COc1ccc(-c2nc(-c3cc(OC)c(O)c(OC)c3)[nH]c2-c2ccccc2)cc1OC
  GPR151 activ: -1.9	TEAD-YAP inh: 18	MITF inh: 14	FBW7 act: -0.1
Cc1c2cnn(CC(=O)NC(C)c3ccccc3)c(=O)c2c(C)n1Cc1ccccc1F (configuration not stated)
  GPR151 activ: 0.2	TEAD-YAP inh: 7	MITF inh: -6	FBW7 act: -0.1
COc1ccc(-c2nn(CCN(C)C)c(=O)o2)c2ccccc12
  GPR151 activ: 0.7	TEAD-YAP inh: -11	MITF inh: 5	FBW7 act: 0.0

(further entries)
Below each compound – GPR151 activ, TEAD-YAP inh, MITF inh, FBW7 act
- Cc1cc2c(cc1C)C(c1cccc(F)c1)CC(=O)N2 (configuration not stated)
    -0.2, 26, -14, 0.0
- O=C(COc1ccccc1)NCCSC1CCCCC1
    -1.6, -20, -5, -0.1
- Cc1ccc(OCC(=O)NNC(=O)c2cc(C)[nH]n2)cc1
    2.5, 5, -1, 0.0
- O=C(COc1ccc(Cl)cc1)Nc1cccc(C(F)(F)F)c1
    -1.7, 2, -11, 0.3
- CCOC(=O)c1ccc(CC2S/C(=N/N=C/c3ccccc3O)NC2=O)cc1 (configuration not stated)
    0.4, -1, -7, -0.2
- CCc1ccc(NC(=O)COc2ccc(C=O)cc2Cl)cc1
    2.8, -10, 12, 0.0
- C=CCN(C(=O)CSc1ncc(C(=O)OCC)c(N)n1)c1ccccc1
    -1.1, 12, 10, 0.4
- Nc1ccc(O)c(-c2nc3ccc(N)cc3[nH]2)c1
    -0.9, 8, 19, -0.1
- CCn1c(SCC(=O)N2CCCCC2)nnc1-c1cc2ccccc2cc1O
    0.7, 9, 1, 1.0
- O=C(CN1CCCCC1)N1CCN(C(=O)c2ccccc2)C1
    -1.1, 2, 9, 0.3
- Cc1ccc(-c2ccc(OCC(=O)Nc3ccccc3C(N)=O)cc2)cc1
    -0.4, -16, 13, 0.1
- COC(=O)CN1C(=O)/C(=C/c2cccc(Br)c2)SC1=S
    1.1, 5, 8, -0.1
- COc1cc2c(cc1NC(=O)CSc1nc3ccccc3[nH]1)oc1ccccc12
    0.1, 12, -9, -0.2
- N#CCCn1nnc2ccccc21
    -0.1, 6, -3, 0.0
- CCC(=O)Nc1c2c(nn1-c1ccc(C)cc1)CS(=O)C2 (configuration not stated)
    -0.2, 7, 16, 0.1
- COc1ccc(C(=O)COC(=O)c2ccccc2N2C(=O)C3C4C=CC(C5CC45)C3C2=O)cc1 (configuration not stated)
    0.4, 2, -5, -0.1
- CC(=O)N1N=C(C(F)(F)F)CC1(O)c1ccc([N+](=O)[O-])cc1 (configuration not stated)
    -1.3, 7, -8, -0.1
